Lipid droplet – inhibitors of hepatocyte lipid droplet formation, primary screen, imaging, high-throughput imaging, BODIPY stain; AML12 mouse hepatocytes, oleate lipid droplets; inhibition, % at 6.5 µM; 0.4% of 240,000 active; AID 1656, 2009;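 active = lipid droplet intensity inhibited by at least 50%, with more than 500 cells counted; inconclusive = wells with under 300 cells, treated as cytotoxic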
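material = mouse AML12 hepatocyte cell line, fixed after treatment | also added = 100 µM oleic acid challenge | doses = compound at 6.5 µM only | schedule = overnight exposure | technique = Image-based BODIPY and DAPI two-channel analysis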
HIV fusion peptide – inhibitors of HIV fusion peptide binding, primary screen, biochemical, uHTS, fluorescence dequenching (AID 1986) | cell-free peptide binding, fluorescence dequenching, 30 min; higher % means a stronger effect | one-dose inhibition, % at 20 µM; IC50 in µM for titrated hits | 0.3% of 290,000 active; in the data active = inhibition mostly above about 52%, no sharp cut-off; inactive = mostly below about 76%; also: some results filed as inactive read as strong as hits
SIAH1 antagonists – Siah-1 peptide-binding antagonists, primary screen, biochemical, fluorescence polarization, rhodamine-plectin, uHTS (AID 1817); 0.02% of 290,000 active; Siah-1 / rhodamine-plectin peptide fluorescence polarization; higher % means a stronger effect; one-dose displacement, % at 20 µM; IC50 in µM for titrated hits;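 active = displacement of at least 50% at 20 µM, with a fluorescence ratio check between 0.3 and a set limit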;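 also: plate controls were Siah plus tracer with DMSO for no effect and tracer alone without Siah for full effect; strong numbers were not always called active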
XIAP antagonists – XIAP antagonists, biochemical, IAP family, fluorescence polarization (AID 1018) | 0.007% of 200,000 active | XIAP BIR domain, fluorescence polarization peptide displacement; higher % means a stronger effect | E3 ubiquitin-protein ligase XIAP (Homo sapiens) | displacement, % at 20 µM; hits with a dose series show IC50 in µM; in the data active = displacement above about 50%; also: a part of the inactive calls stands beside numbers as strong as those of hits
Myeloid diff MLP – induction of myeloid progenitor differentiation, primary screen, cell-based, flow cytometry, MLPCN library; ER-HoxA9 myeloid progenitors, lysozyme-GFP differentiation; calls only at 10 µM; 1% of 360,000 active;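 active = normalized GFP-positive differentiation at or above the plate's own cutoff, the solvent-only control mean plus 3 SD; inconclusive = no clear call, values can overlap the other calls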;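 also: cells exposed to compound for four days before flow analysis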
LYP phosphatase – inhibitors of LYP phosphatase, biochemical, fluorescence intensity, uHTS (AID 1779). 0.054% of 290,000 active. Tyrosine-protein phosphatase non-receptor type 22 (Homo sapiens). inhibition, % at 11.5 µM, or IC50 in µM where a hit was titrated. recombinant LYP phosphatase, fluorescence intensity; higher % means a stronger effect;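 also: plate controls were vehicle with enzyme for no effect and no enzyme for full effect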
NS5 inhibitors – Dengue-2 NS5 methyltransferase inhibitors, primary screen, biochemical, confirmation dose response (AID 588689) | Dengue-2 NS5 methyltransferase capping enzyme assay, biochemical; higher % means a stronger effect | inhibition, % at 25 µM; hits with a dose series show IC50 in µM | 0.3% of 340,000 active; in the data active = a potency from the dose series; inconclusive = inhibition above about 29% without an active follow-up result
AID2073 – inhibitors of Mint1-CaV2.2 protein interaction, biochemical, HTRF (AID 2073) | HTRF protein-protein interaction, Mint1-CaV2.2; higher % means a stronger effect | 0.19% of 290,000 active | inhibition, % at 20 µM, or IC50 in µM where a hit was titrated | Voltage-dependent N-type calcium channel subunit alpha-1B (Homo sapiens); in the data active = inhibition mostly above about 51%, no sharp cut-off; inconclusive = no clear call, values can overlap the other calls; inactive = mostly below about 53%; also: some results filed as inactive read as strong as hits
HEK293 NOD2/NF-kB – NOD2 signaling inhibitors, cell-based, luminescence, uHTS, HEK293 (AID 1566); HEK293 NOD2/NF-kB luciferase reporter, luminescence; higher % means a stronger effect; inhibition, % at 4 µM, or EC50 in µM where a hit was titrated; 0.63% of 290,000 active; also: many of its hits are not listed in these tables
Lipid droplet cells 6.5 µM – second read-out of Lipid droplet, no call of its own (marks repeat the call); cell count; measured here: cell count, cytotoxicity flag;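 cells counted across two imaged fields per well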
Myeloid diff MLP GFP+ MAC1+ % – further read-out of Myeloid diff MLP, marked with its call; GFP+ MAC1+ double positive, %; measured here: differentiation confirmed by MAC1 staining
An asterisk follows results filed as active; i = inactive; ? = inconclusive; · = no result given. Rule as the data show it, unless noted: active = inhibition above about 50%; inactive = the rest. Some of the compounds tested. The share of hits here may be higher or lower than overall.

SMILES	Lipid droplet	Lipid droplet cells 6.5 µM	HIV fusion peptide	SIAH1 antagonists	XIAP antagonists	Myeloid diff MLP	Myeloid diff MLP GFP+ MAC1+ %	LYP phosphatase	NS5 inhibitors	AID2073	HEK293 NOD2/NF-kB
CN(C)C(/C=C/Nc1ccc(F)cc1)=C(C#N)C#N	·	·	-0.5%	2.1%	-1.9%	i	2.1	-3.7%	-3.4%	-1.4%	6.6%
Cc1nc(NC2=NCN(CCc3ccccc3)CN2)nc2ccccc12	0.5	711	-1.3%	3.3%	-6.3%	·	·	2.6%	·	-0.4%	-0.5%
CCOC(=O)c1ccccc1NC(=S)N1CCC(N2CCCCC2)CC1	·	·	1.0%	1.9%	-0.8%	i	0.6	-0.5%	-4.8%	-20.8%	10.6%
Cc1c(CCO)c(=O)[nH]n1S(=O)(=O)c1ccccc1	3.7	687	-2.1%	-10.8%	3.6%	i	0.2	0.2%	-8.2%	-1.2%	-1.2%
CCCN1CCN(CCNC(=O)Nc2cc(C)ccc2C)CC1	10.5	875	-0.2%	-3.1%	·	i	0.2	-7.7%	-2.0%	16.2%	6.6%
COCCNC(=O)C(=O)Nc1cccc(Br)c1	-4.0	742	-3.1%	1.3%	-3.7%	i	4.9	-1.8%	-2.8%	22.5%	1.6%
c1ccc(-c2nccc(-c3ccc4c(c3)OCO4)n2)cc1	6.7	646	-0.5%	2.3%	-2.5%	i	0.3	1.2%	-2.3%	16.4%	-21.2%
COc1ccc(-c2cc(C(F)(F)F)n3nc(C(=O)N4CCCCC4)cc3n2)cc1OC	·	·	2.0%	2.1%	1.5%	i	1.2	5.7%	-11.8%	15.4%	8.0%
CCOc1cc(N2CCOCC2)c(OCC)cc1NC(=O)COC(=O)c1cc(C)oc1C	·	·	-1.0%	1.6%	0.6%	i	0.7	-5.8%	11.2%	-6.4%	4.4%
Cc1ccc(S(=O)(=O)N(C)C)cc1NC(=O)C1CCCCC1	32.2	773	-2.1%	-0.6%	·	i	0.4	-7.9%	0.8%	2.2%	-4.1%
CC(=O)OC12CC3CC(C1)C(=NO)C(C3)C2	-10.2	686	1.2%	10.2%	-1.8%	i	0.6	-1.2%	-2.1%	6.4%	9.4%
Cc1cccc(C)c1NC(=O)NC1CC2CCC(C1)N2Cc1cccs1 (centres undefined)	-0.6	661	-0.9%	-3.6%	-1.7%	i	0.2	-9.7%	-7.7%	18.9%	2.0%
CCN1CCN(CC(=O)N2c3ccccc3CC2C)CC1 (centres undefined)	·	·	0.5%	4.9%	-4.7%	i	0.7	-0.8%	-3.3%	1.0%	0.1%
Cc1c(C)c2ccc(OCC(=O)Nc3ccc(S(N)(=O)=O)cc3)c(C)c2oc1=O	-6.3	683	17.0%	24.0%	·	i	1.2	-8.2%	3.5%	33.8%	23.5%
COc1ccc(OC)c2c1cc(C(=O)N[C@@H](C)C(=O)N[C@@H](C(=O)O)c1ccccc1)n2C	-7.8	765	-1.9%	4.3%	·	i	1.0	-5.1%	0.7%	26.9%	4.4%
COC(=O)CSc1nnc2c3c4c(sc3nc(-n3nc(C)cc3C)n12)COC(C)(C)C4	·	·	0.7%	4.6%	-1.1%	i	0.8	-1.0%	-12.9%	-13.9%	6.5%
NC(=O)C1CC(=O)N(c2ccc(OCc3ccc([N+](=O)[O-])cc3)cc2)C1 (centres undefined)	-6.1	804	-0.4%	2.1%	·	i	0.3	-4.7%	-2.9%	10.5%	-21.4%
CCCCCC(C)NC(=O)CN1C(=O)NC(C)(c2ccc3ccccc3c2)C1=O (centres undefined)	-9.9	674	1.8%	6.2%	·	i	2.2	-8.8%	-8.4%	6.4%	-6.0%
CCc1ccc(-c2cc(C(=O)NCc3ccco3)c3ccccc3n2)s1	·	·	12.9%	-4.4%	-13.8%	i	3.3	-2.9%	-16.0%	43.8%	-28.7%
CC1(C)C2CCC1(CS(=O)(=O)Nc1ccc(S(=O)(=O)N3CCCCC3)cc1)C(=O)C2 (centres undefined)	-0.1	585	1.2%	2.3%	-5.2%	i	0.4	1.0%	0.0%	4.6%	15.1%
COc1cccc(/C=N/NC(=O)CCCc2ccc(OC)c(C)c2)c1	-5.6	610	1.3%	-4.1%	-21.2%	i	0.5	-4.5%	5.8%	0.6%	5.4%
CC(C)c1ccc(C2NC(=S)NC3=C2C(=O)CCC3)cc1 (centres undefined)	4.3	695	0.3%	4.2%	-4.7%	i	1.3	-4.4%	1.3%	-14.2%	5.1%
CC(C)Cn1c(CNC(=O)c2ccccc2)nc2ccccc21	·	·	-0.9%	1.5%	0.3%	i	0.6	-2.0%	-6.5%	1.3%	11.4%
Cc1cc(C(F)(F)F)nc(NCc2cccnc2)n1	-2.4	736	4.6%	6.6%	-1.1%	i	0.4	-4.4%	-3.2%	1.7%	20.1%
CCNC(=S)N/N=C/c1c(Cl)cccc1Cl	10.6	627	1.0%	8.7%	-14.9%	i	0.7	-5.2%	9.0%	7.3%	10.9%

Given with values under each structure: part of the list above
The line under a structure holds: Lipid droplet | Lipid droplet cells 6.5 µM | HIV fusion peptide | SIAH1 antagonists | XIAP antagonists | Myeloid diff MLP | Myeloid diff MLP GFP+ MAC1+ % | LYP phosphatase | NS5 inhibitors | AID2073 | HEK293 NOD2/NF-kB
CCOC(=O)c1ccccc1NC(=S)N1CCC(N2CCCCC2)CC1
  · | · | 1.0% | 1.9% | -0.8% | i | 0.6 | -0.5% | -4.8% | -20.8% | 10.6%
Cc1c(CCO)c(=O)[nH]n1S(=O)(=O)c1ccccc1
  3.7 | 687 | -2.1% | -10.8% | 3.6% | i | 0.2 | 0.2% | -8.2% | -1.2% | -1.2%
CCCN1CCN(CCNC(=O)Nc2cc(C)ccc2C)CC1
  10.5 | 875 | -0.2% | -3.1% | · | i | 0.2 | -7.7% | -2.0% | 16.2% | 6.6%
COCCNC(=O)C(=O)Nc1cccc(Br)c1
  -4.0 | 742 | -3.1% | 1.3% | -3.7% | i | 4.9 | -1.8% | -2.8% | 22.5% | 1.6%
c1ccc(-c2nccc(-c3ccc4c(c3)OCO4)n2)cc1
  6.7 | 646 | -0.5% | 2.3% | -2.5% | i | 0.3 | 1.2% | -2.3% | 16.4% | -21.2%
COc1ccc(-c2cc(C(F)(F)F)n3nc(C(=O)N4CCCCC4)cc3n2)cc1OC
  · | · | 2.0% | 2.1% | 1.5% | i | 1.2 | 5.7% | -11.8% | 15.4% | 8.0%

More compounds follow:
SMILES	Lipid droplet	Lipid droplet cells 6.5 µM	HIV fusion peptide	SIAH1 antagonists	XIAP antagonists	Myeloid diff MLP	Myeloid diff MLP GFP+ MAC1+ %	LYP phosphatase	NS5 inhibitors	AID2073	HEK293 NOD2/NF-kB
Cc1c(NC(=O)c2nn3c(C(F)(F)F)cc(-c4ccccc4)nc3c2Br)c(=O)n(-c2ccccc2)n1C	4.9	612	-1.8%	12.4%	-8.5%	i	0.4	3.3%	-3.8%	2.2%	0.0%
Cc1cc(S(=O)(=O)N2CCN(c3c(C)cccc3C)CC2)ccc1F	-24.2	632	-2.3%	-0.3%	-8.9%	i	0.2	3.0%	·	-2.7%	-16.8%
COc1ccc(C(=O)NCc2cccnc2)cc1S(=O)(=O)N1CCCc2ccccc21	-3.9	694	-1.1%	-4.3%	-4.8%	i	1.0	0.9%	-9.0%	?	20.6%
Cc1ccc(Cn2c(SCC(=O)Nc3cc(C)on3)nc3ccccc3c2=O)cc1	10.4	751	0.3%	-0.5%	-7.9%	i	1.4	-6.1%	3.7%	10.4%	-7.4%
C/C=C/c1ccc(OCCCCOc2ccccc2F)c(OC)c1	-4.6	502	-2.3%	2.2%	-2.6%	i	0.6	-2.1%	-10.2%	-0.4%	8.7%
COc1cc(C(=O)NCC(c2cccnc2)N2CCN(C)CC2)cc(OC)c1OC (centres undefined)	·	·	-2.1%	1.4%	-1.3%	i	0.2	-8.1%	0.0%	5.9%	17.4%
C[C@H](NC(=O)c1cc2cc(Cl)ccc2n1C)C(=O)N[C@@H](Cc1ccccc1)C(=O)O	-5.9	777	2.0%	3.9%	·	i	0.2	1.5%	0.0%	10.2%	10.9%
c1ccc(CCNCCCOc2cccc3ccccc23)cc1	-10.3	713	-0.4%	-0.2%	·	i	0.5	-12.0%	3.9%	-6.6%	-13.3%
Cc1ccc(C(=O)OCc2cn(-c3ccccc3)nn2)cc1	·	·	0.2%	-3.0%	-7.8%	?	·	2.3%	·	4.5%	22.1%
COC(=O)CNC(=O)COC(=O)c1cc(SC)ccc1Cl	13.7	686	-0.9%	21.7%	-7.0%	i	0.3	-2.4%	-11.1%	4.5%	14.0%
O=c1cc(/C=C/c2ccccc2)oc2c1ccc1ccccc12	0.2	484	-3.5%	-0.9%	-5.2%	i	0.3	-2.6%	0.6%	10.9%	-14.3%
O=C(Nc1cccn(Cc2c(Cl)cccc2Cl)c1=O)c1ccc(Cl)cc1Cl	·	·	3.6%	-4.3%	-17.3%	i	0.6	1.7%	-1.3%	4.9%	23.2%
CC(CCc1ccccc1)NC(=O)C(Cc1ccccc1)NS(=O)(=O)c1cccs1 (centres undefined)	0.7	783	-0.2%	-1.0%	-24.0%	i	4.8	-8.0%	-2.8%	-10.1%	19.0%
CC(=O)Nc1ccc(S(=O)(=O)N2CCN=C2SCc2cccnc2)cc1	1.4	678	-0.1%	-4.8%	-7.0%	i	0.0	-5.9%	-3.6%	-5.8%	8.7%
COC(=O)C1C(c2ccccc2)C(C(=O)N2CCOCC2)C1c1ccccc1 (centres undefined)	·	·	-3.2%	-6.3%	-2.0%	i	0.9	-3.6%	1.4%	-4.8%	-11.3%
C[n+]1ccccc1Nc1cc([N+](=O)[O-])ccc1N	-7.8	777	1.6%	-3.7%	·	i	0.6	-2.4%	-8.5%	-7.4%	2.7%
COc1ccc(CNC(=O)Cn2ccc([N+](=O)[O-])n2)cc1OC	-15.2	837	-0.6%	-1.9%	·	·	·	-4.5%	5.2%	2.5%	-4.3%
N#C/C(=C(\O)c1ccco1)c1ccccn1	·	·	-3.0%	-2.8%	-2.8%	i	0.7	-9.0%	19.1%	?	-6.5%
COc1ccc(S(=O)(=O)N2CCOCC2)cc1NC(=O)COc1cccnc1[N+](=O)[O-]	-3.9	707	-1.8%	-7.5%	-5.5%	i	0.3	0.1%	-1.6%	5.8%	-1.0%
COc1ccc(C)cc1NS(=O)(=O)c1ccc2c(c1)n(C)c(=O)n2C	4.2	661	-1.1%	2.4%	-2.5%	i	0.4	-1.9%	-6.6%	-0.2%	18.3%
CCCCN1C=C(C(=O)OC)C(c2ccccc2C(F)(F)F)C(C(=O)OC)=C1	44.4	790	-1.9%	-7.1%	-3.9%	i	0.2	-15.0%	-9.9%	15.4%	-4.3%
CCNC(=O)NC(=O)COC(=O)CCCSc1nc2ccccc2[nH]1	·	·	-0.6%	-3.2%	-4.1%	i	1.8	-7.5%	8.0%	3.4%	-8.4%
O=C(NC(=S)Nc1ccc(CN2CCOCC2)cc1)c1ccco1	9.2	745	-1.3%	2.4%	·	i	0.5	-5.4%	7.8%	-5.2%	-10.4%

Bioassay records from PubChem.
